IkB sig inh – IkB Signaling; ABC-DLBCL IkBa-CBG/CBR dual luciferase ratio, 4 h; response scale: scaled: untreated 0%, proteasome inhibitor 100%; Potency, µM (doses to about 57.1 µM), for the others: at the top dose IkBa stabilization activation; actives 0.04% (n = 110,000); active = well fitted curve in the direction sought with a large enough effect in the signal ratio, not every such curve was filed as active; inconclusive = small, poorly fitted or top-dose-only effect, or a change in a side signal; the % refers to the signal ratio;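 also: the direction sought is a rising ratio; 0% = basal untreated cells and 100% = reference inhibitor full response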
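In this assay, an IκBα–CBG68 fusion accumulates when IKK-driven degradation is blocked; native CBR normalizes for cell number. OCI-Ly3 cells were treated 4 h with compound and doxycycline, then green and red light read after Chroma-Glo addition.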
p53ts 32C tox – qHTS Screen for Compounds that Selectively Target Cancer Cells with p53 Mutations: Cytotoxicity of p53ts Cells at the Permissive Temperature | H1299-p53A138V at 32C, ATP luminescence viability, 24 h | Potency, µM (top dose mostly 46.1 µM), inactives show top-dose activity change, negative = cytotoxicity, usual class: cytotoxic | actives 0.93% (n = 130,000);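 also: 0% = DMSO and -100% = full killing by reference compound; nearly all actives have a fitted effect of over 55% in size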
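H1299-p53 A138V cells (temperature-sensitive p53) exposed 24 h to up to 46 uM compound at 32C, where p53 is wild-type in conformation. Viability read as ATP luminescence and normalised to DMSO and 100 uM tamoxifen. AC50 fitted with the Hill equation.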
p53ts 39C tox – qHTS Screen for Compounds that Selectively Target Cancer Cells with p53 Mutations: Cytotoxicity of p53ts Cells at the Nonpermissive Temperature; H1299-p53A138V viability at 39C, ATP luminescence, 24 h; Potency, µM (highest dose often 46.1 µM), without a hit: at the top dose activity change, negative = cell killing, hits mostly cytotoxic; actives 1.5% (n = 130,000); also: nearly all actives have a fitted effect of over 55% in size
Imprint erasure – qHTS Assay for Compounds that Induce Erasure of Genomic Imprints. AID 1948, 2009. Potency, µM (series often up to 60.7 µM), inactives show top-dose activity change, positive = activation, hits mostly activators. mouse ES Peg3-LacZ reporter, beta-gal luminescence, 40 h. actives 0.02% (n = 110,000);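 also: 0% = negative control wells on the plate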
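Gelatin-coated wells received 300 freshly trypsinized female ES cells with a Peg3LacZ-Neo reporter on the maternal allele, then incubated 40 hours at 37C. BetaGlo was added for 5 minutes at room temperature before a single luminescence read.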
Active calls of the source: *; ? = inconclusive; . = no result given; [ ] = remark or other dose. Unless noted, calls follow the shape of the dose curve; as a rule, active = well fitted curve in the direction sought with a large enough effect; inconclusive = small, poorly fitted or top-dose-only effect, or another doubt; inactive = no such curve, though single readings can be large; an effect the other way counts as inactive or inconclusive. Unless noted, % is scaled to controls: 0 for no effect and ±100 for the full control effect; potency is read from the fitted curve at half-maximal effect.

SMILES	IkB sig inh	p53ts 32C tox	p53ts 39C tox	Imprint erasure
Cn1c(=O)oc2cc(S(=O)(=O)NCCC(=O)NC3CCCC3)ccc21	2.5%	17.8%	-2.0%	-2.8%
COc1cc(/C=C2\C(=O)N(CCC#N)N=C2C)c(Br)cc1OC(C)C	.	-3.9%	8.1%	.
CCOC(=O)N1CCN(C(=O)c2ccc(NS(C)(=O)=O)cc2)CC1	-1.5%	3.0%	8.5%	-4.4%
Cc1cccc(N2C(=O)N(Cc3cc(=O)n4ccccc4n3)c3ccccc3S2(=O)=O)c1	?	-5.3%	-12.7%	-18.6%[10.9 µM]
COC(=O)C1C(=O)C2=C(CC1C)NC(C)=C(C(=O)OCc1ccc(OC)cc1)C2c1ccc(C)o1 (stereo unspecified)	4.8%	15.3%	3.2%	-36.1%[inhibitor]
CSc1cccc(NC(=O)CN(C)S(=O)(=O)c2ccc3c(c2)n(C)c(=O)c(=O)n3C)c1	?	2.3%	13.5%	-11.7%[10.9 µM]
CN(C)C(=O)c1ccc(NC(=O)Cn2nnnc2-c2ccccc2F)cc1	1.8%	6.0%	?	-2.4%[10.9 µM]
COc1ccc(OCc2nnc3n2N=C(c2ccc(OC)cc2)CS3)cc1	?	-6.0%	-20.3%	7.4%
O=C(NCC(c1ccccc1)c1ccccc1)c1nn(-c2ccccc2Cl)nc1CO	?	36.5%[activator]	-2.2%	?
COC(=O)[C@@H]1[C@@H]2C[C@H]3c4[nH]c5cc(OC)ccc5c4CCN3C[C@@H]2C[C@H](OC(=O)c2cc(OC)c(OC)c(OC)c2)[C@H]1OC	-1.1%[25.6 µM]	-7.2%[20.6 µM]	-10.0%[20.6 µM]	-7.2%[16.8 µM]
COc1cc(NC(=O)c2nc3nc(C)cc(C(F)F)n3n2)c(OC)cc1Cl	4.0%	-5.2%	5.4%	-4.7%[10.9 µM]
Cc1c(C)c2ccc(OCC(=O)N(C)C)c(C)c2oc1=O	1.4%	-0.1%	-1.3%	6.9%
CCOC(=O)C1CCN(c2c(NC3CCCCCCC3)c(=O)c2=O)CC1	-1.3%	10.1%	5.5%	-21.5%
COc1ccc(Cl)cc1NC(=O)NCC1CCN(Cc2ccccc2F)CC1	?	11.5%	?	-16.9%[10.9 µM]
c1csc(-c2nc3c4ccccc4c4ccccc4c3[nH]2)c1	.	-8.5%	9.3%	.
Cc1ccc(Cl)cc1-n1ncc2c(N3CCC(C(N)=O)CC3)ncnc21	-0.2%	2.6%	-2.8%	-15.6%[10.9 µM]
CCC(Oc1ccccc1)C(=O)Nc1ccc(S(=O)(=O)N2CCOCC2)cc1 (stereo unspecified)	.	7.1%	14.6%	.
Cc1c(C(=O)NCc2ccc(N(C)C)cc2)oc2c1-c1nn(Cc3cccc(Cl)c3)cc1CC2	?	2.4%	0.3%	-10.3%[10.9 µM]
COCCCN1C(=O)c2[nH]nc(-c3ccccc3O)c2C1c1ccc(Cl)cc1 (stereo unspecified)	?	32.6%[activator]	2.8%	-15.1%
CCOCCCNC(=O)C(c1ccc(Cl)cc1)N1CCN(c2ccccc2)CC1 (stereo unspecified)	0.1%	-3.5%	6.2%	-12.1%
CCC(Sc1nncn2c1cc1oc(C)cc12)C(=O)Nc1ccc(F)cc1 (stereo unspecified)	?	-24.3%	20µM*	-13.5%[10.9 µM]
COc1cc(NC(=O)CN2CCN(CC(=O)Nc3ccc(F)cc3)CC2)cc(OC)c1	?	-2.1%	-17.5%	13.6%[10.9 µM]
CC(C)Oc1ccc(/C(O)=C2/C(=O)C(=O)N(CCCN3CCOCC3)C2c2ccncc2)cc1 (stereo unspecified)	0.3%	-6.2%	1.8%	-6.9%
CC(=O)n1nc(-c2cccnc2)nc1NCc1ccc(F)cc1	0.8%	3.3%	0.3%	-8.4%[10.9 µM]
NC(=O)CSc1nnc(CNc2cccc(Cl)c2)n1CCc1ccccc1	0.9%	3.5%	1.6%	6.7%

Gathered by group: those above with a furan ring, fused or not
SMILES	IkB sig inh	p53ts 32C tox	p53ts 39C tox	Imprint erasure
COC(=O)C1C(=O)C2=C(CC1C)NC(C)=C(C(=O)OCc1ccc(OC)cc1)C2c1ccc(C)o1 (stereo unspecified)	4.8%	15.3%	3.2%	-36.1%[inhibitor]
Cc1c(C(=O)NCc2ccc(N(C)C)cc2)oc2c1-c1nn(Cc3cccc(Cl)c3)cc1CC2	?	2.4%	0.3%	-10.3%[10.9 µM]
CCC(Sc1nncn2c1cc1oc(C)cc12)C(=O)Nc1ccc(F)cc1 (stereo unspecified)	?	-24.3%	20µM*	-13.5%[10.9 µM]

The list continues:
SMILES	IkB sig inh	p53ts 32C tox	p53ts 39C tox	Imprint erasure
Cc1ccc(-c2nnc(SCC(=O)NCc3ccccc3)nc2-c2ccc(C)cc2)cc1	-0.5%	?	-27.0%	-13.5%[10.9 µM]
CCCCNc1nc(C)nc2c1nc(-c1ccccc1)n2CCN1CCCCC1	.	-18.1%	-25.7%	-10.0%
Cc1ccccc1-n1nc(C)c2cc(C(=O)N3CCN(S(=O)(=O)c4ccccc4)CC3)sc21	0.0%	6.3%	-4.4%	-17.7%
O=C(COc1cccc(Cl)c1)NNC(=S)Nc1ccccc1	.	?	-28.3%	.
COc1ccccc1S(=O)(=O)Cc1ccc(C(=O)N2CCCC2)o1	-2.5%	0.9%	1.5%	-7.2%
CCOC(=O)c1cc(-c2ccccc2)n(CC(=O)Nc2ccccc2OCC)c1C	-0.6%	12.6%	47.3%[activator]	-3.6%[10.9 µM]
COc1ccc(/C=C/C(=O)Nc2c(C)nn(C)c2C)cc1COc1ccc(Cl)cc1Br	.	6.5%	5.3%	.
CC(C)CCNC(=O)NC(=O)COc1ncnc2sccc12	1.5%	-1.6%	13.0%	-5.8%
O=C(NCc1ccc2c(c1)CCN2C(=O)c1ccccc1)c1ccco1	-1.6%	13.2%	-22.3%	-15.0%[10.9 µM]
CN(C/C=C\c1ccccc1)Cc1cccc2ccccc12	1.1%[25.6 µM]	0.8%[20.6 µM]	0.0%[20.6 µM]	-13.2%[16.8 µM]
CN(C)C(=O)C1(c2ccccc2)CCN(S(=O)(=O)c2ccccc2)CC1	0.9%	-14.4%	1.4%	-6.1%
COc1cc(CN2CCC(C(=O)N3CCN(c4ccccc4F)CC3)CC2)ccc1O	1.0%	-7.2%	2.5%	-19.0%
Cc1cccc(N(Cc2ccccc2F)S(C)(=O)=O)c1	0.5%	3.3%	2.4%	-7.5%
CS(=O)(=O)Nc1cccc(-c2cc(NCc3cccs3)ncn2)c1	-2.7%[11.4 µM]	4.2%	-3.5%	-7.4%
COc1ccc(OC)c(C2CC(=O)C3=C(C2)NC(=O)CC3c2ccc(O)c(OC)c2)c1 (stereo unspecified)	-0.8%	9.9%	3.3%	-7.0%
COc1cccc(-c2nnc(SCC(=O)Nc3ccc(S(N)(=O)=O)cc3)n2C)c1	1.2%	1.3%	-1.4%	-4.5%
O=C(c1ccco1)N1CCN=C1SCc1ccc(F)cc1	-1.2%	0.4%	-7.3%	-9.4%
O=S(=O)(NCc1ccccc1)c1ccc(S(=O)(=O)N(Cc2ccccn2)C2CCCC2)cc1	.	0.4%	-20.9%	.
Cc1c(NC(=O)c2cc(-c3ccc(F)cc3)on2)c(=O)n(-c2ccccc2)n1C	?	0.9%	-0.4%	-9.5%[10.9 µM]
Cc1ccc(Cn2c(=O)n(-c3ccc(C)c(C)c3)c(=O)c3c(C)c(C)sc32)cc1	-2.4%	6.8%	-17.9%	-8.9%[10.9 µM]
Cn1c(=O)n(C/C=C/c2ccccc2)c(=O)c2c1nc1n2CCN1c1ccc(Cl)cc1	0.2%	4.4%	-6.0%	-10.7%[10.9 µM]
COC(=O)C(CC(C)C)NC(=O)c1ccc(F)cc1 (stereo unspecified)	1.3%	-0.3%	7.5%	1.7%
COc1ccc(NC2=Nc3ccccc3CC2)cc1	?	-11.6%	-21.8%	-83.6%[inhibitor]
O=C(C1CCN(S(=O)(=O)c2cccc3cccnc23)CC1)N1CCN(Cc2ccccc2)CC1	-1.8%	0.1%	4.2%	-10.2%
CCCCNC(=O)NS(=O)(=O)c1ccc(C(=O)OC)o1	1.9%	-1.8%	7.6%	5.5%

Reprinted at random: 2 records from the list.
SMILES	IkB sig inh	p53ts 32C tox	p53ts 39C tox	Imprint erasure
COc1ccc(OCc2nnc3n2N=C(c2ccc(OC)cc2)CS3)cc1	?	-6.0%	-20.3%	7.4%
COc1ccc(NC2=Nc3ccccc3CC2)cc1	?	-11.6%	-21.8%	-83.6%[inhibitor]

The main list resumes, starting four compounds before the break.
SMILES	IkB sig inh	p53ts 32C tox	p53ts 39C tox	Imprint erasure
COC(=O)C(CC(C)C)NC(=O)c1ccc(F)cc1 (stereo unspecified)	1.3%	-0.3%	7.5%	1.7%
COc1ccc(NC2=Nc3ccccc3CC2)cc1	?	-11.6%	-21.8%	-83.6%[inhibitor]
O=C(C1CCN(S(=O)(=O)c2cccc3cccnc23)CC1)N1CCN(Cc2ccccc2)CC1	-1.8%	0.1%	4.2%	-10.2%
CCCCNC(=O)NS(=O)(=O)c1ccc(C(=O)OC)o1	1.9%	-1.8%	7.6%	5.5%
CC(C)(C)N1C(=O)[C@H]2[C@@H]3[C@H](O)C=CC(=O)[C@H]3CC[C@H]2C1=O	.	1.8%[9.22 µM]	3.4%[9.22 µM]	.
CN(C)S(=O)(=O)Nc1ccc2c(c1)Cc1ccccc1-2	7.1%	-20.2%	3.0%	-13.4%
Cn1c(=O)c2[nH]c(CS(=O)(=O)Cc3nc4c([nH]3)c(=O)n(C)c(=O)n4C)nc2n(C)c1=O	1.3%[11.4 µM]	-0.3%[9.22 µM]	-5.1%[9.22 µM]	-9.7%[10.9 µM]
O=C(NCc1cccc(Br)c1)C1CCN(C(=O)c2sccc2-n2cccc2)CC1	?	5.7%	-7.0%	10.1%[10.9 µM]
Cc1ccc(NC(=O)CN2C(=O)COc3ccc(S(=O)(=O)N4CCCCC4)cc32)cc1N(C)C	-0.1%	10.5%	-2.2%	-10.8%[10.9 µM]
COc1cc(Cl)c(C)cc1NC(=O)COc1cc(C)nc(C(C)C)n1	0.7%	-0.3%	5.2%	-9.6%
N#CCSc1nc2ccccc2c(=O)n1CCC(=O)NCCc1ccccc1	-1.2%	12.5%	12.6%	-2.9%
CCOc1ccccc1CNc1ncnc2onc(-c3ccc(F)cc3)c12	-1.2%	8.2%	9.8%	-7.6%[10.9 µM]
COc1cc(NC(=O)c2cc3nc(C)cc(C)n3n2)c(OC)cc1Cl	-0.2%	-7.1%	11.1%	-4.2%
O=C(NCCc1ccccc1)c1cnn2c(C(F)F)cc(C3CC3)nc12	-3.3%	14.3%	12.4%	-4.7%
CCOc1ccc(N(CC(=O)NC2CCCC2)S(=O)(=O)c2c(C)noc2C)cc1	-0.6%	-3.6%	-2.3%	-14.1%
O=C(Cc1c(F)cccc1Cl)N1CCN(C(=O)c2ccco2)CC1	-2.7%	-2.5%	12.6%	0.8%
Cn1c(Cn2c(=O)sc3ccccc32)nnc1SCC(=O)NCc1ccc(F)cc1	0.8%	-4.1%	8.3%	-5.3%
C=CCc1ccccc1OCCCCN1CCCC1	0.7%	-4.7%	-3.3%	-11.7%
Cc1ccc(C(C)C)c(OCc2ccc(-c3nnco3)cc2)c1	0.8%	4.9%	-7.9%	-18.3%

High-throughput results (PubChem BioAssay)
